EBV gp42 block: Epstein-Barr virus gp42 inhibitors, primary screen, biochemical, uHTS, fluorescence polarization. 220,000 tested, 0.42% active. inhibition, % (tested at 21.74 µM). Glycoprotein 42 (Epstein-Barr virus (strain AG876)), Q1HVG2. AID 1085, 2008. Fluorescence polarization binding assay, mP read-out; in the data active = inhibition above about 50%
Target sequence (Q1HVG2 whole entry, looked up): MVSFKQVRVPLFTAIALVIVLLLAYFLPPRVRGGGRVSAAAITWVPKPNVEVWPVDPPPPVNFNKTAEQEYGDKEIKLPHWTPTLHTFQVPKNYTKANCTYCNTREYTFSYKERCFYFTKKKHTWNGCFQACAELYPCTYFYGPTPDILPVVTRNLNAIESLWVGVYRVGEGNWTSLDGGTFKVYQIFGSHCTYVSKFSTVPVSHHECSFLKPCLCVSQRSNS
eIF4E-4G inh: eIF4E–eIF4G protein interaction inhibitors, primary screen, biochemical, uHTS, TR-FRET, eIF4GI fragment; Eukaryotic translation initiation factor 4E (Mus musculus) + Eukaryotic translation …; TR-FRET eIF4E-eIF4GI(517-606) binding, 2 h; inhibition, % at 21.7 µM; 220,000 tested, 0.37% active; AID 782, 2007;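 also: 0% = full FRET control wells and 100% = background wells lacking eIF4GI fragment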
Furin inhibitor: human furin inhibitors, primary screen, biochemical, fluorescence intensity; P09958; purified furin, fluorogenic substrate cleavage; inhibition, % at 30 µM; 220,000 tested, 0.061% active; AID 463115, 2010; in the data active = inhibition above about 25%; also: inactives centre near -15
NCF1 inh: p47phox/p22phox peptide binding inhibitors, primary screen, biochemical, uHTS, NADPH oxidase regulatory subunit; fluorescence polarization, 2 h; Neutrophil cytosol factor 1 (Homo sapiens), P14598; 220,000 tested, 0.53% active; inhibition, % at 24.7 µM;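 also: 0% = p47phox with labelled peptide and 100% = labelled peptide alone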
Target sequence (P14598 whole entry, looked up): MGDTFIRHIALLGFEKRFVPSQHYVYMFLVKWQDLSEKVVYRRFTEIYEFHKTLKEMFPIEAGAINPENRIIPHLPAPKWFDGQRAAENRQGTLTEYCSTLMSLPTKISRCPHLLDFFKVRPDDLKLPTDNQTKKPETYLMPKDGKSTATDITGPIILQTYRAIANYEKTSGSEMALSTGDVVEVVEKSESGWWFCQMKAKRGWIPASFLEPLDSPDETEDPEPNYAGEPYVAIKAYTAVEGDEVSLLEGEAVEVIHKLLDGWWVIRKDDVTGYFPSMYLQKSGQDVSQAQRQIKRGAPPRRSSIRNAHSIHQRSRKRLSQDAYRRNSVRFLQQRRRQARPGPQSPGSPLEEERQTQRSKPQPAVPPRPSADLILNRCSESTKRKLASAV
thrombin 1536: human alpha-thrombin inhibitors, primary screen, counter-screen for coagulation protease inhibitor project, biochemical, 1536-well, fluorogenic AMC substrate; AID 1046, 2008; Boc-VPR-AMC fluorogenic substrate cleavage; 220,000 tested, 0.26% active; inhibition, % at 5 µM;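 active = inhibition at or above 40%; inactive = inhibition below 40%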;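 also: 0% = enzyme with no compound and 100% = wells without enzyme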
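System: Human alpha-thrombin protein | Medium: pH 7.5 Tris (50 mM) with NaCl 150 mM, Tween 20 0.05% | Times: Enzyme reaction carried out at room temperature | Detection: AMC fluorescence, 355/460 nm | Evaluation: Percent inhibition scaled between no-compound controls and no-enzyme blanks | Benchmarks: Enzyme without compound as high, wells lacking enzyme as low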
Rad51 HR inh: human RAD51 strand exchange inhibitors, primary screen, biochemical, fluorescence; DNA repair protein RAD51 homolog 1 (Homo sapiens), Q06609; AID 1385, 2008; inhibition, % at 10 µM; hRad51 DNA strand exchange, fluorescence dequenching; 200,000 tested, 0.085% active;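 active = inhibition above 40% at the single screening dose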;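 also: 0% = DMSO control wells and 100% = blanks with heterologous ssDNA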
Target sequence (Q06609 whole entry, looked up): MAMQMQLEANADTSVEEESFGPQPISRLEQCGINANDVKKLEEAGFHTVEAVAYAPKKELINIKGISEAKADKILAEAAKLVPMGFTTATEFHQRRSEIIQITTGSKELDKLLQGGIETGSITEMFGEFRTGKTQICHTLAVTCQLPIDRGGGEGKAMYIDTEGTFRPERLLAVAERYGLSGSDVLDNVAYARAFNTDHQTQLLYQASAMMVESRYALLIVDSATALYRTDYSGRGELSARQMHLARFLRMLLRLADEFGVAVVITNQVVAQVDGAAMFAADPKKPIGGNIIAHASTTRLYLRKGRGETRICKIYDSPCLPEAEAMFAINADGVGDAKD
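Material: Human Rad51 nucleoprotein filaments preassembled on unlabelled ssDNA | Also added: Labelled 47-mer dsDNA for strand exchange | Dosing: Single dose, 10 µM final compound | Schedule: 30-min compound preincubation and 15-min exchange, both room temperature | Technique: Fluorescence dequenching at 485/520 nm | Measure: Percent inhibition relative to plate controls and blanks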
KLK5 inh: human KLK5 protease inhibitors, primary screen, biochemical, 1536-well; Kallikrein-5 (Homo sapiens), Q9Y337; recombinant hK5, fluorogenic AMC substrate cleavage; inhibition, % at 5 µM; 210,000 tested, 0.59% active;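 active = inhibition of 40% or more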;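 also: 0% = enzyme controls without compound and 100% = no-enzyme blanks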
14-3-3 Bad inh: inhibitors of 14-3-3 zeta/Bad binding, primary screen, biochemical, TR-FRET, bovine 14-3-3 zeta; 14-3-3 protein zeta/delta (Bos taurus), P63103; TR-FRET 14-3-3zeta/Dy647-pBad peptide displacement, 1 h; inhibition, % at 21.7 µM; 220,000 tested, 0.71% active; AID 781, 2007;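 active = inhibition above about 70%, limit read from the data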;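 also: 0% = full 14-3-3 plus peptide FRET controls and 100% = background without 14-3-3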
KCC2 mod: KCC2 cotransporter modulators, thallium flux, primary screen, cell-based, HEK293 KCC2, FluoZin-2 fluorescence, MLSMR; Solute carrier family 12 member 5 (Homo sapiens), Q9H2X9; KCC2 cells, thallium flux FluoZin-2 fluorescence; B-score of Tl+ flux slope (higher = more flux/activation; lower = inhibition) at 10 µM; 190,000 tested, 2.2% active; AID 1456, 2008;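 active = thallium flux slope and its plate-corrected score both differing from the plate sample mean at a set confidence after two filtering rounds, in either direction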;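 also: slope of fluorescence scaled to starting intensity during 10 to 20 s after thallium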
Active calls of the source: *; x = no result given; [ ] = remark or other dose.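 The calls were made as follows, unless noted: active = inhibition above about 30% (limit read from the data); inactive = the rest.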

Start of the data: the first 3 entries, to show the layout:
Short keys – A = EBV gp42 block; B = eIF4E-4G inh; C = Furin inhibitor; D = NCF1 inh; E = thrombin 1536; F = Rad51 HR inh; G = KLK5 inh; H = 14-3-3 Bad inh; I = KCC2 mod
1: COc1cc(CC(=O)NCc2ccccn2)cc(OC)c1OC
  A: -9 | B: 1 | C: -9[20 µM] | D: -8 | E: -3 | F: -6 | G: -12 | H: 1 | I: 0.85

2: CN(Cc1ccccc1)C(=O)CNC(=O)Cn1cnc2ccccc2c1=O
  A: 6 | B: 3 | C: -19[20 µM] | D: -9 | E: -4 | F: -4 | G: 2 | H: 8 | I: 1.9

3: CC(OC(=O)CCCCCN=C1NS(=O)(=O)c2ccccc21)C(=O)Nc1cc(Cl)cc(Cl)c1 (stereo unspecified)
  A: -15 | B: 6 | C: -10 | D: -14 | E: -7 | F: 0 | G: -15 | H: 2 | I: -1.1

The list itself, previewed entries included:
Short keys – A = EBV gp42 block; B = eIF4E-4G inh; C = Furin inhibitor; D = NCF1 inh; E = thrombin 1536; F = Rad51 HR inh; G = KLK5 inh; H = 14-3-3 Bad inh; I = KCC2 mod
1: COc1cc(CC(=O)NCc2ccccn2)cc(OC)c1OC
  A: -9 | B: 1 | C: -9[20 µM] | D: -8 | E: -3 | F: -6 | G: -12 | H: 1 | I: 0.85

2: CN(Cc1ccccc1)C(=O)CNC(=O)Cn1cnc2ccccc2c1=O
  A: 6 | B: 3 | C: -19[20 µM] | D: -9 | E: -4 | F: -4 | G: 2 | H: 8 | I: 1.9

3: CC(OC(=O)CCCCCN=C1NS(=O)(=O)c2ccccc21)C(=O)Nc1cc(Cl)cc(Cl)c1 (stereo unspecified)
  A: -15 | B: 6 | C: -10 | D: -14 | E: -7 | F: 0 | G: -15 | H: 2 | I: -1.1

4: O=C(NCc1ccc2c(c1)OCO2)NC12CC3CC(CC(C3)C1)C2
  A: 2 | B: -2 | C: -18 | D: -1 | E: -27 | F: 6 | G: -4 | H: -3 | I: -0.9

5: COc1ccc2nc(NC(=O)c3cccs3)sc2c1
  A: -14 | B: 5 | C: -12 | D: -19 | E: -1 | F: 0 | G: -5 | H: 0 | I: -0.61

6: CCOC(=O)C1CCN(C(=O)c2ccc(Cl)c(Cl)c2)CC1
  A: -9 | B: -4[fluorescence artefact?] | C: -15[20 µM] | D: -3 | E: -3 | F: -7 | G: -9 | H: 5 | I: x

7: CCN(CC)CCNC(=O)/C(=C/c1cn(CC)c2ccccc12)NC(=O)c1cc(OC)c(OC)c(OC)c1
  A: -11 | B: 1 | C: 5 | D: -6 | E: 2 | F: -12 | G: -10 | H: -8 | I: 0.32

8: COc1ccc(N2CCN(CCNC(=O)CCN3C(=O)COc4ccccc43)CC2)cc1
  A: -17 | B: -7 | C: -16 | D: -12 | E: 5 | F: -6 | G: 4 | H: -5[fluorescence artefact?] | I: -0.026

9: COCCNC(=O)/C(C#N)=C/c1cc(C(C)C)c(OC)cc1C
  A: -8 | B: 0 | C: 7 | D: -10 | E: 2 | F: 11 | G: -2 | H: -6 | I: -0.11

10: O=C(CSc1ncn[nH]1)Nc1nc(-c2ccccc2)cs1
  A: 0 | B: 4 | C: -12[20 µM] | D: -18 | E: -5 | F: 0 | G: -59 | H: -7 | I: -1.3

11: O=C(c1ccc(Br)o1)N1CCN=C1SCc1cccc(F)c1
  A: -3 | B: -3[fluorescence artefact?] | C: -24 | D: 1 | E: 1 | F: -1 | G: -6 | H: 7 | I: 0.49

12: O=C1CCc2cc(S(=O)(=O)N3CCN(Cc4ccc5c(c4)OCO5)CC3)ccc2N1
  A: -5 | B: -3 | C: -33 | D: -5 | E: -7 | F: -11 | G: -4 | H: -4 | I: -0.09

13: Cc1[nH]n(-c2cccc(Cl)c2)c(=O)c1C=NCc1ccco1
  A: 3 | B: -2 | C: -8 | D: -9 | E: x | F: 0 | G: 1 | H: -6 | I: -0.031

14: CC(Cc1ccccc1)NC(=O)c1ccc([N+](=O)[O-])cc1 (stereo unspecified)
  A: -14 | B: 1[fluorescence artefact?] | C: -14 | D: -1 | E: 1 | F: 6 | G: -2 | H: 5 | I: 0.16

15: COc1ccc2nc(NC(=O)CCc3cc(OC)c(OC)c(OC)c3)sc2c1
  A: -12 | B: 3 | C: -8 | D: -11 | E: 0 | F: 0 | G: -19 | H: -11 | I: -0.64

16: CCC1N=C(SC)NC(C)=C1C(=O)c1ccccc1 (stereo unspecified)
  A: -23 | B: 5 | C: -13 | D: -4 | E: -12 | F: 1 | G: -3 | H: -3 | I: 0.093

17: CC1(C)CC(=O)C(C2C3=C(CC(C)(C)CC3=O)Oc3ccccc32)=C(O)C1 (stereo unspecified)
  A: -6 | B: -6 | C: -18[20 µM] | D: 5 | E: 2 | F: -2 | G: -7 | H: -14 | I: 0.41

18: CCN(c1ccccc1)S(=O)(=O)c1ccc(Cl)c(NC(=O)CSc2n[nH]c(N)n2)c1
  A: -17 | B: 3 | C: -22 | D: -3 | E: -6 | F: 2 | G: -6 | H: -3 | I: 0.1

19: CCC1SC(N)=NC1=O (stereo unspecified)
  A: -17 | B: 1[fluorescence artefact?] | C: -25[20 µM] | D: -11 | E: -7 | F: 1 | G: -3 | H: 7[fluorescence artefact?] | I: 2.4

20: CCc1c(C)sc(NC(=O)/C=C/c2ccc3c(c2)OCO3)c1C(=O)OC
  A: 4 | B: 22[fluorescence artefact?] | C: -14 | D: -12 | E: -3 | F: -12 | G: -15 | H: 20[fluorescence artefact?] | I: 0.53

21: COc1ccc([N+](=O)[O-])cc1N(CC(=O)N1CCOCC1)S(C)(=O)=O
  A: -1 | B: 13 | C: -21 | D: -7 | E: 6 | F: -14 | G: -5 | H: 16 | I: -0.52

22: O=C(O)COc1ccccc1C(Nc1ccccn1)c1cc(Cl)c2cccnc2c1O (stereo unspecified)
  A: -7 | B: 20 | C: -7 | D: 2 | E: 1 | F: -9 | G: -127 | H: 24[fluorescence artefact?] | I: -0.031

23: O=C(COC(=O)C1CC(=O)N(Cc2ccccc2)C1)Nc1ccc2c(c1)OCO2 (stereo unspecified)
  A: 3 | B: -7 | C: -29 | D: -13 | E: -4 | F: 2 | G: -11 | H: -15 | I: x

24: COc1ccc(/C=N/Nc2nc3ccccc3c(=O)n2-c2ccccc2)cc1OC
  A: -11 | B: -1 | C: -20 | D: -14 | E: -2 | F: -5 | G: -20 | H: -20[fluorescence artefact?] | I: -0.066

25: O=C(CC(Nc1ccccc1)c1ccc(F)cc1)c1ccccc1 (stereo unspecified)
  A: 9 | B: 0 | C: -13 | D: -6 | E: 9 | F: -6 | G: 0 | H: 9 | I: -1.7

26: O=C(NCc1ccc(Cl)cc1)c1ccc(-c2ccccc2C(F)(F)F)o1
  A: 2 | B: -5[fluorescence artefact?] | C: -11 | D: -9 | E: 4 | F: 10 | G: -3 | H: -5[fluorescence artefact?] | I: -1.2

27: Cc1cc(Cl)c(OCCCN(C)C)c(Br)c1
  A: -4 | B: -6 | C: -14 | D: -2 | E: -4 | F: 0 | G: -22 | H: -19[fluorescence artefact?] | I: 0.26

28: COc1ccc(NC(=O)C(=O)NNC(=O)c2cccs2)cc1
  A: 2 | B: 6 | C: -14 | D: -7 | E: 5 | F: -14 | G: -2 | H: -2[fluorescence artefact?] | I: 12*

29: CCN(Cc1ccccc1)C(=O)C1CCN(Cc2ccc(SC)cc2)CC1
  A: -28 | B: 3 | C: -37 | D: -9 | E: 3 | F: 23 | G: -3 | H: 10 | I: -0.84

30: COc1ccccc1NC(=O)C(C)NS(=O)(=O)c1ccc(F)cc1 (stereo unspecified)
  A: 0 | B: -3 | C: -15[20 µM] | D: -4 | E: -5 | F: 12 | G: 19 | H: 3 | I: x

31: CC(C)=C(NC(=O)c1ccccc1Br)C(=O)NCCc1nc2ccccc2[nH]1
  A: -21 | B: 4 | C: -5 | D: -19 | E: -5 | F: 9 | G: -1 | H: 0 | I: -0.39

32: COc1ccc(Cn2c(CCC(=O)Nc3ccc(C)cc3)nc3cccnc32)cc1
  A: -8 | B: -4[fluorescence artefact?] | C: -20[20 µM] | D: -12 | E: -5 | F: -2 | G: -7 | H: 0 | I: 0.1

33: CCn1c(CNc2nc(-c3ccccc3)cs2)nnc1SCC(=O)NCc1ccco1
  A: -1 | B: -6 | C: -17 | D: -25 | E: 13 | F: -6 | G: -17 | H: -14 | I: -2.9

34: c1ccc(-c2nc3c([nH]2)CCc2nonc2-3)cc1
  A: 6 | B: 1 | C: -19 | D: -4 | E: 2 | F: 12 | G: -7 | H: -8 | I: -1.1

35: O=C1CCc2nc3ccccc3c(=O)n2N1
  A: -12 | B: -3 | C: -22[20 µM] | D: -26 | E: -2 | F: 7 | G: -3 | H: 4 | I: 0.33

36: Cc1nn(-c2cccc(C(F)(F)F)c2)c(Cl)c1/C=N/Nc1cccc(C(=O)O)c1
  A: -18 | B: 3 | C: -2 | D: -1 | E: -13 | F: -6 | G: -17 | H: 12 | I: -2.6

37: C=CCNC(=O)c1ccc2c3n(nc2c1)-c1ccccc1CO3
  A: -15 | B: 1 | C: -6 | D: 3 | E: -2 | F: 7 | G: 1 | H: 3 | I: -1.7

38: O=C(NCCN1CCOCC1)Nc1ccccc1
  A: -10 | B: -12 | C: -9[20 µM] | D: -3 | E: 2 | F: x | G: -6 | H: -7 | I: 0.79

39: Nn1c(Nc2ccccc2)nc2sc3c(c2c1=O)CCCC3
  A: -10 | B: -1 | C: -7 | D: -2 | E: 2 | F: -15 | G: 17 | H: -11 | I: -1.4

40: COc1ccccc1CNC(=O)CSc1ccccc1
  A: 5 | B: 4 | C: -7 | D: 5 | E: 2 | F: 24 | G: 1 | H: -13 | I: 0.0049

41: CNC(=O)Nc1ccc(Cl)cc1
  A: -5 | B: 2 | C: -10[20 µM] | D: -7 | E: 0 | F: 5 | G: 2 | H: 8 | I: 0.52

42: Cc1cc(C)n2nc(SCc3nnc(SCCCCl)o3)nc2n1
  A: -32 | B: -1 | C: -14[20 µM] | D: -9 | E: 0 | F: 4 | G: -3 | H: -6 | I: x

43: CC(=O)c1c(NCCc2ccccc2)cc(C)oc1=O
  A: -19 | B: -5 | C: -8[20 µM] | D: -6 | E: 3 | F: -11 | G: -8 | H: 4 | I: x

44: CC1CN(C(=O)CSc2ncnc3sccc23)CC(C)O1 (stereo unspecified)
  A: -23 | B: 1 | C: -7[20 µM] | D: -16 | E: -5 | F: -6 | G: 1 | H: 5 | I: x

45: COc1ccc(C(=O)N/N=C/c2cn[nH]c2-c2ccc(OC)cc2OC)cc1
  A: -22 | B: -1[fluorescence artefact?] | C: -22 | D: -14 | E: -3 | F: -18 | G: -7 | H: 0[fluorescence artefact?] | I: -1.6

46: CCCc1cc(=O)c2ccc(OC/C(C)=N/O)cc2o1
  A: -14 | B: -3 | C: -22 | D: 0 | E: -1 | F: 2 | G: -3 | H: -4 | I: 0.29

47: Nc1ccc2oc3ncccc3c(=O)c2c1
  A: -26 | B: 3 | C: -31[20 µM] | D: -5 | E: 6 | F: -7 | G: -4 | H: -4 | I: -1.2
